FLuc stim CS: affects firefly luciferase, flagging false hits in luciferase stimulation screens. P08659. ATPlite luciferase biochemical, luminescence, 10 min; 0 = ATP-free wells, 1 = DMSO control. activation factor at 10 µM. 200,000 tested, under 10 active;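 active = luciferase activation factor, scaled between plate controls, of at least 2 with compound at 10 µM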
Target sequence (P08659 whole entry, looked up): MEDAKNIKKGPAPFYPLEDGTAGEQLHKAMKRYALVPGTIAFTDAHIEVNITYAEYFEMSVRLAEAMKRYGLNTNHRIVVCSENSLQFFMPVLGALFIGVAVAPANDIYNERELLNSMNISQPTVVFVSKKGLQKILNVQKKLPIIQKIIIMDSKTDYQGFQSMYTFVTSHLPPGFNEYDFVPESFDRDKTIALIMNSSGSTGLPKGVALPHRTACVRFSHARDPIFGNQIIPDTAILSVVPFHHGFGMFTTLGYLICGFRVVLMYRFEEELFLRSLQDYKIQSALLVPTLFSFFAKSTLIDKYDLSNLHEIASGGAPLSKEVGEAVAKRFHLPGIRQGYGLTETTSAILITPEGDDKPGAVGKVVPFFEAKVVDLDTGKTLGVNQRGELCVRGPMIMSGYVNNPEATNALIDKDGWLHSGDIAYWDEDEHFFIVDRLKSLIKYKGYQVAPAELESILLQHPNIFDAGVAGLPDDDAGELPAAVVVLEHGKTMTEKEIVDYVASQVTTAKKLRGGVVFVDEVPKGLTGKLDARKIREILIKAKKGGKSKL
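System: Luciferase/luciferin detection reagent, cell-free biochemical luciferase assay | Medium: PBS buffer for ATP | Dosing: Test compounds dosed from 2 mM stocks in 100% DMSO | Timing: 10 min at ambient temperature | Signal: Luminescence measurement of luciferase light output | Evaluation: Luciferase activation, seen as luminescence increase over controls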
G6PDH CS: L. mesenteroides G6PDH inhibition counter-screen; inhibition, % at 5 µM; Purified L. mesenteroides G6PDH, diaphorase/resazurin coupled fluorescence, 45 min; 200,000 tested, 0.12% active; AID 1020; in the data active = inhibition above about 50%
HMGR II inh: inhibitors of class II HMG-CoA reductase from Enterococcus faecalis. purified E. faecalis HMGR, NADPH absorbance 340 nm kinetic. inhibition, % at 10 µM. 190,000 tested, 0.41% active;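 active = inhibition above a set limit, the median over all tested compounds plus 3 SD, cut at about 9.5% in these data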;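 note: enzyme runs in reverse so mevalonate oxidation gives rising NADPH absorbance; 0% = complete reaction with DMSO and 100% = background rate lacking mevalonate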
FLuc inh counter: inhibits firefly luciferase, flagging false hits in luciferase inhibition screens; P08659; ATPLite firefly luciferase biochemical luminescence, 10 min; inhibition, % at 10 µM; 200,000 tested, 1.5% active;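 active = inhibition above about 50% when tested at 10 µM, limit read from the data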
APP 5'UTR act: APP 5'UTR luciferase reporter activation; 190,000 tested, 1% active; SH-SY5Y APP 5'UTR luciferase reporter, luminescence; zero percent = DMSO vehicle wells; activation, % at 2 µM;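 active = activation above a set limit, based on mean plus 3 SD of controls, cut at about 140% in these data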; note: values of inactives mirror those of a sister screen read the other way
Hsp70 activator: Hsp70 transcriptional activation, primary screen; HeLa Hsp70 promoter luciferase reporter, luminescence; scaled: vehicle 0, proteasome-inhibitor control 100%; activation, % at 10 µM; 200,000 tested, 0.04% active;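 active = activation above the mean across all tested compounds plus 3 SD, cutoff set per campaign, cut at about 5.5% in these data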;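 note: 100% = MG132 at 30 µM as the positive control and 0% = DMSO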
DTT redox prof: compounds producing H2O2 with reducing agent – biochemical, NIH compound library profiling, artefact control for MLSCN library redox annotation, primary screen; DTT-dependent redox cycling H2O2, phenol red/HRP absorbance; 100% = 100 µM peroxide control, 0% = buffer; activation, % at 10 µM; 200,000 tested, 0.03% active; AID 878;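 active = activation of at least 50% relative to the plate's high and low controls in the primary single-dose screen; inactive = activation below 50%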;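 note: compound incubated with DTT at 0.8 mM final as the reducing agent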
NF-kB neuron act: NF-kB expression increase, human neuronal cells; 190,000 tested, 1.6% active; fold change at 12.5 µM; NF-kB reporter expression; hits give high values; AID 1239; in the data active = fold change above about 3.3
APP 5UTR inh: APP translation inhibition; SH-SY5Y APP 5'UTR-luciferase reporter, luminescence; inhibition, % at 2 µM; 190,000 tested, 0.82% active; AID 1285;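 active = inhibition above a set limit, derived from the sample mean plus 3 SD, cut at about 45% in these data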; note: values of inactives mirror those of a sister screen read the other way
STAT1 activator: activators of IFN-gamma induced STAT1 signaling; NIH 3T3 STAT1-luciferase reporter, luminescence; 100% = IFN-gamma alone, no compound; activation (% of control), % at 5.5 µM; 200,000 tested, 2.6% active; AID 932;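 active = activation above the screen-wide mean activation plus 3 SD, cut at about 130% in these data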;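 note: raw ratio to IFN-gamma control signal so 100% means no change and 0% no light; values of inactives mirror those of a sister screen read the other way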
Active calls of the source: *; . = not tested or not shown. Rows are unselected; any-hit rate near 5.3%.

SMILES	FLuc stim CS	G6PDH CS	HMGR II inh	FLuc inh counter	APP 5'UTR act	Hsp70 activator	DTT redox prof	NF-kB neuron act	APP 5UTR inh	STAT1 activator
CCc1ccc(C(=O)CN2C(=O)C(C)N(c3ccc(C)cc3)C2=O)cc1 (stereo unspecified)	0.9	2	-6	5	17	-0.2	0.3	1.3	-17	112
C=CCn1cnc2c(nnn2-c2ccc(Cl)cc2)c1=O	1	13	16*	-2	0	-0.1	-0.1	1.6	0	102
O=C(Nc1cccc(-c2cnc3ccccc3n2)c1)c1ccc(Cl)cc1	1	-3	-1	0	3	0.1	-1.7	1.2	-3	99
Cc1ccc(OCc2nnc(SCC(=O)NC3CCCCC3)n2C)cc1	1.1	-1	-4	-6	.	.	.	1.1	.	.
CCC(C(=O)Nc1ncccn1)(C(F)(F)F)C(F)(F)F	1.1	-2	-6	-5	0	-0.2	-2.0	1	0	97
COc1ccc2c(c1)CCc1sc(NC(=O)c3ccco3)nc1-2	1	16	-2	-1	19	0.2	-0.6	1.8	-19	127
C1=C(N2CCOCC2)/C(=C/c2nc3ccccc3[nH]2)CC1	0.9	23	-5	6	.	.	.	0.68	.	.
O=C(CNC(=O)c1ccc(Cl)cc1Cl)OCC(=O)c1ccc2c(c1)OCCO2	0.9	9	2	14	-4	-0.3	0.0	1.3	4	102
Cc1cccc(C)c1OCCCN1CCCC1	1	0	-9	-4	-17	-0.5	0.3	0.88	17	95
CCOc1ccc2nc(NC(=O)c3c([N+](=O)[O-])cnn3CC)sc2c1	1	-5	-2	3	-13	-0.2	-0.1	0.85	13	107
CCOc1ncccc1C(=O)Nc1ccc(-c2cn3ccsc3n2)cc1	1.1	4	2	-6	7	-0.4	-0.3	0.81	-7	103
CCNC(=O)CC1C(=O)N(CC)C(=S)N1NC(=O)c1cccnc1 (stereo unspecified)	1.1	8	-5	-10	16	-0.2	-1.4	1.1	-16	97
CC(=O)Nc1ccccc1NC(=O)c1cccc2ccccc12	1	8	0	-4	-5	-0.3	-0.1	1	5	107
COc1ccc(/C=C/C(=O)Nc2ccc(N3CCOCC3)cc2)cc1	1	-2	-6	0	-5	-0.5	0.5	1.1	5	78
O=C(O)C(=O)Cc1c[nH]c2ccccc12	1	6	-8	-1	3	-0.4	0.1	1.2	-3	91
Cc1c(/C=C2\SC(=O)N(CC(=O)Nc3ccc4c(c3)OCO4)C2=O)c2ccccc2n1C	1	0	-3	-1	9	0.0	-3.8	0.96	-9	97
CC1=CC(=C(C#N)C#N)C=C(C)N1CCN1CCN(C(=O)Nc2ccc(Cl)c(Cl)c2)CC1	1.1	8	-3	-8	4	-0.1	0.1	0.88	-4	102
CCOc1ccc(Cc2nnc(SCC(N)=O)n2C)cc1	1	-1	4	-3	3	-0.3	0.1	1.1	-3	98
COc1ccc(NC(=O)Nc2ccc(F)c(F)c2)c(OC)c1	1	-3	2	-5	5	0.0	0.6	1.4	-5	121
Cc1ccc(C(=O)Nc2cccc(-c3cnc4ccccc4n3)c2)cc1	0.9	6	-5	6	-9	0.5	-2.7	1.8	9	100
Cc1nn(Cc2c(Cl)cccc2Cl)c(C)c1N	1.1	12	-11	-8	-5	-0.5	1.7	1.4	4	103
Nc1nc(Cl)nc(N(c2ccccc2)c2ccccc2)n1	1.1	14	-3	-6	7	0.1	0.0	1.2	-7	90
CSc1ccccc1Sc1cc(C(=O)O)c2ccccc2n1	1	-4	0	-2	4	-0.5	0.4	1	-4	87
COc1ccc(N2C(=O)/C(=C\c3ccco3)N=C2SCC(=O)NC(C)(C)C)cc1Cl	1	-21	2	-3	11	-0.4	0.2	1.4	-11	104
O=C(/C=C/c1cc([N+](=O)[O-])ccc1OC(F)F)NCc1ccc(F)cc1	1	8	-1	-4	11	0.0	0.1	0.82	-11	100

(continued)
SMILES	FLuc stim CS	G6PDH CS	HMGR II inh	FLuc inh counter	APP 5'UTR act	Hsp70 activator	DTT redox prof	NF-kB neuron act	APP 5UTR inh	STAT1 activator
CC(C)N(C(=O)Cn1c(-c2ccccc2Cl)nc2ccccc21)c1ccccc1	1	8	-1	-4	-22	-0.1	-0.3	1.6	22	95
CC(C)=CC(=O)Nc1ccc(Cl)cc1	0.7	-1	0	31	184*	0.0	12	3.3*	-184	132*
O=C(O)c1ccc(NS(=O)(=O)c2ccc3nnn(O)c3c2)cc1	1	-4	-5	0	-1	-0.1	-0.8	0.95	1	96
CN(C)S(=O)(=O)Nc1ccc2c(c1)Cc1ccccc1-2	1	2	-2	-3	19	-0.1	5.3	1.5	-19	113
O=C(Nc1ccccc1F)c1ccn[nH]1	1	5	-2	2	27	-0.2	-0.5	1.7	-27	107
Cc1ccc(-c2cc(C(F)(F)F)n3ncc(C(=O)N4CCCCC4c4cccnc4)c3n2)cc1 (stereo unspecified)	1.1	-1	-2	-6	1	-0.1	-0.1	0.97	0	100
C/C(=N\OC(=O)c1ccc(C)cc1)c1c(C)nc2cc(C)ccn12	1.1	-1	-3	-8	-14	-0.3	-0.3	1.1	14	110
Cc1c(NC(=O)OC(C)C)sc(=S)n1C	1.1	0	-3	-5	3	-0.2	-0.4	1.2	-3	99
COc1ccc(CC(NC(C)=O)C(=O)NC2CCN(S(=O)(=O)c3ccccc3)CC2)cc1OC (stereo unspecified)	1.1	3	-7	-8	-4	-0.4	2.5	0.99	4	102
Cc1cc(N2CCN(C3CCCC3)CC2)n2c(nc3ccccc32)c1C#N	1	-18	-2	-1	-5	-0.1	-0.5	1	5	89
CCOC(=O)C(C)Oc1ccc2c(CC)cc(=O)oc2c1C (stereo unspecified)	1.1	8	-5	-7	3	-0.3	0.1	1.2	-3	93
CN(C(=O)c1cccs1)c1ccccc1C(=O)O	1	6	-2	-2	3	-0.2	1.5	1.1	-3	104
C=CCc1cc(C(=O)N2CCCCC2)ccc1O	1.1	-21	1	-8	5	-0.2	1.4	0.73	-5	103
Cc1ccc(C(=O)Cn2cccn2)cc1	1	5	-4	1	-6	0.3	-0.6	1.3	6	105
COc1cc(CN2CCN(c3cccc(C)c3C)CC2)cc(OC)c1O	1	49	-6	-4	-1	-0.3	-2.8	1	1	103
CSc1cccc(NC(=O)C2CCCN2S(=O)(=O)c2ccc(Br)s2)c1 (stereo unspecified)	1	-3	-9	1	2	-0.1	0.2	0.84	-2	100
CCCn1c(SCC(=O)NC(C)C23CC4CC(CC(C4)C2)C3)n[nH]c1=O (stereo unspecified)	1	3	-6	-3	3	-0.5	0.1	1.3	-3	97
CC(Sc1nc2cc(Cl)ccc2s1)C(=O)Nc1ccc2c(c1)OCO2 (stereo unspecified)	1.1	-11	-3	-6	26	-0.3	0.3	1.4	-26	110
O=C(OCC(F)(F)C(F)F)c1ccccc1C(=O)Oc1ccc(F)cc1F	1	8	0	-4	-4	-0.1	-0.1	1.2	4	102
S=c1[nH]nc(Nc2cccc(Cl)c2)s1	0.8	2	1	16	16	0.4	0.2	.	-16	96
COc1cc(C(c2sc3nc(C)nn3c2O)N2CCN(c3ccccc3)CC2)cc(OC)c1OC (stereo unspecified)	1.1	-3	0	-7	19	-0.3	-1.1	0.9	-20	107
CCN(CC)S(=O)(=O)c1cccc(NC(=O)COc2ccc(C#N)cc2OC)c1	1	-7	1	0	-13	-0.6	-0.1	0.74	13	93
CCn1cnc2sc(C(=O)N3CCN(Cc4ccc5c(c4)OCO5)CC3)c(C)c2c1=O	1.1	4	-1	-5	0	-0.3	-0.8	1	0	101
CS(=O)(=O)c1ncc(CO)n1Cc1ccccc1	1	5	-2	-5	0	0.0	-0.1	0.93	0	103
Cc1cccc(-c2nc3c(c(SCC(=O)N(C)C)n2)CCCC3)c1	1	2	0	-1	18	-0.4	-0.2	0.83	-18	93

Fetched by compound from the entries so far (4):
SMILES	FLuc stim CS	G6PDH CS	HMGR II inh	FLuc inh counter	APP 5'UTR act	Hsp70 activator	DTT redox prof	NF-kB neuron act	APP 5UTR inh	STAT1 activator
CS(=O)(=O)c1ncc(CO)n1Cc1ccccc1	1	5	-2	-5	0	0.0	-0.1	0.93	0	103
CC(C)=CC(=O)Nc1ccc(Cl)cc1	0.7	-1	0	31	184*	0.0	12	3.3*	-184	132*
C/C(=N\OC(=O)c1ccc(C)cc1)c1c(C)nc2cc(C)ccn12	1.1	-1	-3	-8	-14	-0.3	-0.3	1.1	14	110
S=c1[nH]nc(Nc2cccc(Cl)c2)s1	0.8	2	1	16	16	0.4	0.2	.	-16	96

(listing goes on)
SMILES	FLuc stim CS	G6PDH CS	HMGR II inh	FLuc inh counter	APP 5'UTR act	Hsp70 activator	DTT redox prof	NF-kB neuron act	APP 5UTR inh	STAT1 activator
CCOC(=O)c1c(NC(=O)CSc2nnc(-c3c[nH]c4ccccc34)n2CCOC)sc2c1CCCCC2	1	6	-7	-4	-11	0.0	1.1	0.56	12	96
CC(=O)c1ccc(OCC(O)CN2CCN(c3ccccn3)CC2)cc1 (stereo unspecified)	1	-2	-4	-2	.	-0.3	-0.9	0.88	.	102
O=C(Nc1nc2ccccc2s1)NC1CCCCC1	0.5	25	-4	46	144*	0.6	0.9	9.2*	-144	161*
O=C1C(NS(=O)(=O)c2cccs2)=C(N2CCN(c3cccc(Cl)c3)CC2)C(=O)c2ccccc21	1	21	-5	-2	-1	0.1	1.4	0.81	1	94
COc1ccc(S(=O)(=O)N2CCN(c3cc(-c4ccccc4)nc4ncnn34)CC2)cc1	1.1	3	-3	-8	-10	-0.1	-0.1	0.52	10	97
O=C(C1CC(c2ccccc2O)=NO1)N1CCCCC1 (stereo unspecified)	1	9	-3	5	36	0.3	0.1	2.2	-36	114
N#C/C(=C/c1ccc(-c2ccc(S(N)(=O)=O)cc2)o1)C(=O)Nc1ccccc1	1	7	0	0	17	-0.5	0.8	0.83	-17	98
CCOc1ccc(-n2cc(C(=O)Nc3cccc(C)n3)c3cc(OC)c(OC)cc3c2=O)cc1	.	.	.	.	-10	-0.3	0.3	.	10	106
COc1cccc2c(O)cc(=O)n(C)c12	1	3	3	-4	6	0.1	-0.1	0.97	-6	109
Cc1cc(C(F)(F)F)n2nc(-c3sccc3-n3cccc3)cc2n1	1	-2	-10	-1	-9	-0.4	-3.6	1.2	9	100
Cn1cc(C(c2ccccn2)c2cn(C)c3ccccc23)c2ccccc21	1.1	-5	-5	-6	16	0.2	-2.5	0.77	-16	106
CC(C)N(C(=O)COC(=O)c1ccc([N+](=O)[O-])cc1)c1ccccc1	1.1	4	1	-7	-13	0.0	-1.4	1	13	96
COC(=O)C1=C(Nc2ccc(C)cc2)C=C(C)C(C(=O)OC)C1c1ccc(F)cc1 (stereo unspecified)	1.1	5	3	-6	-8	-0.3	-0.4	1.3	8	92
O=C(NCc1ccc2c(c1)OCO2)c1ccc(CSCc2cccc(Cl)c2)o1	1	-6	-1	-4	-9	-0.4	-0.6	1.3	9	97
C/C(CC(=O)Nc1cccc(Cl)c1)=N\NC(=O)Cc1ccc(Cl)cc1	1.1	6	0	-5	-8	0.1	-3.9	1	8	100
OCCNCc1cccc(Br)c1	0.9	-3	-2	5	8	0.2	0.1	0.95	-8	99
Cc1ccc(-n2c(NN)nc3ccccc3c2=O)c(C)c1	1	-24	-10	-4	-10	-0.2	-1.0	1.1	10	100
COc1ccc(/C=C/C(=O)NC2CCCCCCC2)cc1S(=O)(=O)N1CCOCC1	1	6	2	-4	26	0.5	-0.4	1.3	-26	103
COc1ccccc1OCc1ccc(C(=O)NC(C)(C)C)o1	1	22	-5	-3	1	0.1	0.5	1.4	-1	102
O=C(CCCc1ccccc1)Nc1cccnc1Cl	1	8	-2	0	19	-0.2	-0.4	1.2	-19	108

Assay outcomes: PubChem, several laboratories
